Compound activity as filed in PubChem.
Integrin act MD – qHTS for Activators of Integrin-Mediated Alleviation for Muscular Dystrophy | alpha7betagal myoblasts, beta-gal FDG fluorescence, 48 h | AID 624291, 2012 | 350,000 compounds, 0.064% hits | Potency, µM (series often up to 38.3 µM), for inactives: at the top dose activation, hits mostly activators;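 further: potency means the concentration at half of the fitted maximal effect; 100% = response of the positive control SU9516; nearly all actives have a fitted effect of over 60% in size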
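alpha7betagal+/- myoblasts (passage 13, 250/well) treated 48 h at 37C with compounds at 1:260 dilution of DMSO stock. Lysed, then beta-galactosidase activity read as FDG fluorescence (ex 480/em 540) after 30 min, with pre-read for autofluorescence.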
ASM inhibitor – Inhibitors of Secretory Acid Sphingomyelinase (S-ASM): qHTS. Sphingomyelin phosphodiesterase (Homo sapiens), P17405. placental ASM, HMU-PC fluorogenic substrate, 60 min. Potency, µM (highest dose often 57.5 µM), inactives show at the highest dose activity change, negative = inhibition, most hits filed as inhibitors. 340,000 compounds, 0.006% hits; further: potency means the concentration at half of the fitted maximal effect
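HMU-PC0 cleavage (9 uM final) by human placental ASM, 60 min at 37 °C following 10 min compound exposure at RT; stopped at pH 10, fluorescence Ex 386/Em 447 nm.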
AT treatment – qHTS Assay for Identifying a Potential Treatment of Ataxia-Telangiectasia; 320,000 compounds, 0.19% hits; […] A-T fibroblasts, KAP-1 phosphorylation AlphaLISA; neocarzinostatin DNA damage 30 min before lysis; Potency, µM (titrated, usually from 57.5 µM), inactives show at the top dose activation, most hits filed as activators; further: potency means the concentration at half of the fitted maximal effect; % of control where 0% means no effect; nearly all actives have a fitted effect of over 45% in size
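hTERT-immortalized A-T patient fibroblasts ([…]), 500 cells/well in OPTI-MEM, 1% FBS, got compounds for 60 min, then NCS for 30 min at 37C. Lysates were then assayed for phospho-KAP-1 by AlphaLISA (anti-pKAP1 donor, anti-KAP1 acceptor beads), 6 hr at 25C.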
MBNL1-CUG inh – qHTS Assay for Inhibitors of MBNL1-poly(CUG) RNA binding; Muscleblind-like protein 1 (Homo sapiens), Q9NR56; TR-FRET MBNL1-His/biotin-(CUG)12 binding, 665/545 ratio; Potency, µM (highest dose often 57.5 µM), for the others: at the highest dose activity change, negative = inhibition, actives largely listed as inhibitors; 280,000 compounds, 0.036% hits; active means well fitted inhibition curve with a large enough effect in the signal ratio, with a control signal flat, not every such curve was filed as active; inconclusive means small, poorly fitted or top-dose-only effect, or effect the other way, or a change in a side signal; inactive means no such curve, though single readings can be large or run the other way; the % refers to the signal ratio; further: potency means the concentration at half of the fitted maximal effect; on the % scale 0 is the no-effect control and ±100 the full control effect
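Inhibition of protein-RNA binding appears as loss of TR-FRET between terbium anti-His antibody on MBNL1-His and streptavidin-XL665 on biotin-(CUG)12. Activity is normalized to buffer-only and uninhibited-complex controls.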
TRPV1 agonist – HTS Assay for Compounds that Act as Agonists of the Vanilloid Receptor 1. TRPV1-expressing cells, Fluo-8 calcium influx, agonist mode. activation, % at 8.33 µM. Transient receptor potential cation channel subfamily V member 1 (Homo sapiens), Q8NER1. AID 540275, 2011. 320,000 compounds, 0.19% hits; in the data active means activation above about 80%; inconclusive means between about 30% and that limit; further: 0% is about no effect
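Cells expressing TRPV1 were dye-loaded with Fluo-8 and read kinetically: 10 s baseline, 3 min after compound (agonist portion), then 2 min after EC20 capsaicin (allosteric enhancer portion). Calcium-bound dye fluorescence at 480/520 nm.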
CXXC DNA block – qHTS Fluorescence Polarization Assay for Inhibitors of MLL CXXC domain - DNA interaction. Histone-lysine N-methyltransferase 2A (Homo sapiens), Q03164. MLL-CXXC / FITC-HOXA9 DNA fluorescence polarization. Potency, µM (doses to about 115 µM), without a hit: at the highest dose activity change, negative = inhibition, usual class: inhibitors. 290,000 compounds, 0.037% hits. AID 2662, 2010; active means well fitted inhibition curve with a large enough effect in the polarisation, with a control signal flat, not every such curve was filed as active; inconclusive means small, poorly fitted or top-dose-only effect, or effect the other way, or a change in a side signal; inactive means no such curve, though single readings can be large or run the other way; the % refers to the polarisation; further: potency means the concentration at half of the fitted maximal effect
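Fluorescence polarization: 7 uM MLL-CXXC (stock) preincubated 5 min with compounds, then 50 nM fluorescein-HOX-A9 DNA (stock) added; 30 min ambient. Buffer 50 mM Tris-HCl pH 7.5, 50 mM NaCl, 1 mM DTT, 0.05% BSA.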
KCNH2 WT inh – qHTS for Inhibitors of KCHN2 3.1: Wildtype qHTS; 340,000 compounds, 0.37% hits; U2OS, BacMam KCNH2, thallium flux FluxOr; stronger effect = lower value; Voltage-gated inwardly rectifying potassium channel KCNH2 (Homo sapiens), Q12809; AID 720551, 2013; activity change, % at 1.84 µM;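 active means maximum activity change below -70%; inconclusive means maximum activity change between -70% and -50%; inactive means maximum activity change above -50%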; further: on the % scale 0 is the no-effect control and ±100 the full control effect
Target sequence (Q12809 whole entry, looked up): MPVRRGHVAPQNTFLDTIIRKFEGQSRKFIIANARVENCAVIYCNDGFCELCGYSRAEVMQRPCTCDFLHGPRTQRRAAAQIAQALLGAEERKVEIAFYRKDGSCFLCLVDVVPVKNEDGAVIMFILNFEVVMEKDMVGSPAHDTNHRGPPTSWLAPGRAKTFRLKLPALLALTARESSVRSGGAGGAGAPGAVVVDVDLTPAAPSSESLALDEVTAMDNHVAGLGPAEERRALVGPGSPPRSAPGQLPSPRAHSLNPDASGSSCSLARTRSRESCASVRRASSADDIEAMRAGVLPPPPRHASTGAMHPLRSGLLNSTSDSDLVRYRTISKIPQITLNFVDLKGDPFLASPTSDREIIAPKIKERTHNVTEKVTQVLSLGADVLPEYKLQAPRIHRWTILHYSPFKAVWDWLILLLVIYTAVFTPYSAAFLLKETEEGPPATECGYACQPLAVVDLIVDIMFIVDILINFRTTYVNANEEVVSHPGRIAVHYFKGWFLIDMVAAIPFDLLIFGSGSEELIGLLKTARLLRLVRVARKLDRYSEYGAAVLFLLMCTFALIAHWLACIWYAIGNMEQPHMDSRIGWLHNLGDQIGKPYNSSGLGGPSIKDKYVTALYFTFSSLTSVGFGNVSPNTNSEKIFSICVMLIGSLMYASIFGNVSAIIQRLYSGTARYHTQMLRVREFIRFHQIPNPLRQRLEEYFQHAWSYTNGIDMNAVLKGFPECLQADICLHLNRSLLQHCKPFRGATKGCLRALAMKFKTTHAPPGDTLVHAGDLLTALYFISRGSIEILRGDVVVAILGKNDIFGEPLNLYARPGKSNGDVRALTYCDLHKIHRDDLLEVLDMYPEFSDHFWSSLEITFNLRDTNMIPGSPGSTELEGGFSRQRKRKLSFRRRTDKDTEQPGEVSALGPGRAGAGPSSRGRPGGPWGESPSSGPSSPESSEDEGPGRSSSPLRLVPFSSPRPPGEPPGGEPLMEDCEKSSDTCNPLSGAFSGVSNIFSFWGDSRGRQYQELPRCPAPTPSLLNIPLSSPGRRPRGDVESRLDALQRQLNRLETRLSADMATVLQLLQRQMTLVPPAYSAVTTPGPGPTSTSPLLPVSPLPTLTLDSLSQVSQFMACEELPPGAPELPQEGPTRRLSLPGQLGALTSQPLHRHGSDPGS
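U2OS cells were transduced with wild-type KCNH2 virus (2.03 x 10^8 / mL) for 4 h at room temperature, then cultured overnight at 37 C. Thallium flux was read with FluxOr dye. Rate constants were normalized to DMSO controls.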
GALK inh – qHTS Assay for Inhibitors of Human Galactokinase (GALK); P51570; Purified GALK, Kinase-Glo residual ATP luminescence; Potency, µM (doses to about 57.5 µM), inactives show top-dose activity change, negative = inhibition, actives largely listed as inhibitors; 270,000 compounds, 0.007% hits; AID 1868, 2009; further: potency means the concentration at half of the fitted maximal effect; on the % scale 0 is the no-effect control and ±100 the full control effect
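Galactose (100 uM) and ATP (35 uM) were turned over by 5 nM GALK for 1 h at RT. Kinase-Glo Plus then converted the remaining ATP into a luminescent signal.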
Coupling enz – qHTS Assay for Inhibitors of Fructose-1,6-bisphosphate Aldolase from Giardia Lamblia: Coupling assay counterscreen; coupling enzyme system counterscreen, AmpLite Red fluorescence; activity change, negative = inhibition, % at 58.2 µM, hits read low; 290,000 compounds, 0.67% hits; in the data active means activity change below about -30%; further: on the % scale 0 is the no-effect control and ±100 the full control effect
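Coupling enzymes only (glyceraldehyde-3-phosphate) + compound, at 57.5 uM final, 10 min RT; add substrate/coupling/AmpLite Red mix, 20 min RT; fluorescence ex 525/em 598 nm. Actives flag coupling-system interference.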
KCNH2 3.1 inh – qHTS for Inhibitors of KCHN2 3.1: Mutant qHTS; activity change, % (tested at about 1.8 µM); AID 720553, 2013; U2OS KCNH2 3.1, thallium flux FluxOr; stronger effect = lower value; Potassium voltage-gated channel subfamily H member 2, brain isoform KCNH2 3.1 (human); 340,000 compounds, 0.95% hits;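 active means maximum activity change below -70%; inconclusive means maximum activity change from -70% to -50%; inactive means maximum activity change above -50%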;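 further: thallium influx rate constant from kinetic fluorescence after stimulation buffer; on the % scale 0 is the no-effect control and ±100 the full control effect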
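Kinetic fluorescence (2 min after stimulation buffer) measures Tl+ influx through KCNH2 3.1 expressed by viral transduction in U2OS cells; the rate constant is normalized against DMSO controls serving as positive and negative references.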
Starred values were filed as active, the others as inactive; ? = inconclusive; . = no result given; [ ] = dose if it differs, or a comment. Unless noted, the call rests on the fitted dose curve; in most records, active means well fitted curve in the direction sought with a large enough effect; inconclusive means small, poorly fitted or top-dose-only effect, or another doubt; inactive means no such curve, though single readings can be large; an effect the other way counts as inactive or inconclusive.

Every second line gives: Integrin act MD	ASM inhibitor	AT treatment	MBNL1-CUG inh	TRPV1 agonist	CXXC DNA block	KCNH2 WT inh	GALK inh	Coupling enz	KCNH2 3.1 inh
1) Cc1cc(F)ccc1S(=O)(=O)N1CCCOC1CNC(=O)C(=O)NCCc1ccccc1 (stereo not given)
 : 17%	2%	-5%	1%	3	1%	1	-3%	.	6
2) COCCN(C(=O)c1ccc2ccccc2c1)c1c(N)n(Cc2ccccc2)c(=O)[nH]c1=O
 : 16%	-2%	1%	-12%	2	12%	-3	2%	4	-9
3) Cc1ccccc1C(=O)Nc1ccccc1N1CCN(C(=O)c2ccccc2)CC1
 : 23%	-3%	0%	-9%	?	-3%	1	1%	0	3
4) CCOC(=O)NC(=O)CSc1nc2ccc(C)cc2[nH]1
 : ?	0%	10%	-2%	-1	0%	2	7%	-2	-116*
5) CC(=O)c1c(C)[nH]c(C(=O)OCC(=O)Nc2cc(C)on2)c1C
 : 33%	5%	2%	-1%	-2	3%	5	0%	0	-11
6) COc1cccc(NC(=O)C(c2ccccc2)N2CCNC(=O)C2)c1 (stereo not given)
 : .	.	2%	-5%	1	10%	.	-2%	-9	.
7) CCc1ccccc1C1=CC(=O)C[C@H](c2ccc(OC)cc2)C1
 : 9%	-7%	16%	.	.	.	1	.	.	-36
8) COc1cc(/C=N/NC(=O)C2CCN(CC(O)COCc3ccccc3)CC2)cc(OC)c1OC (stereo not given)
 : -23%	-4%	1%	6%	0	9%	-31	1%	1	-29
9) CCc1nc(SCC(=O)NNC(=O)c2ccc(C)cc2)c2ccccc2n1
 : 11%	-2%	5%	27%	1	25%	-1	-2%	4	0
10) CC(C)(C)c1cc[n+](-c2[nH]c(=O)sc2/C=N/NC([S-])=Nc2ccccc2)cc1
 : 12%	-2%	-5%	?	13	?	-4	1%	-3	-9
11) CC(=O)OCC(=O)c1ccc2ccn(C(C)=O)c2c1
 : 21%	3%	-4%	9%	-4	5%	4	-2%	0	-1
12) Cc1cc(OCC(=O)NCC2CCC(C(=O)O)CC2)c2c(C)c(C)c(=O)oc2c1 (stereo not given)
 : 20%	3%	-8%	15%	-1	-4%	3	.	6	-7
13) COc1ccccc1C(=O)Nc1ccnn1C1CCN(CCCc2ccccc2)CC1
 : ?	3%	5%	3%	2	7%	-105*	6%	5	-103*
14) CCCn1c(SCC(=O)Nc2ccc(Cl)cn2)nnc1C1CC1
 : -9%	-3%	17%	-6%	-8	-5%	9	6%	0	1
15) O=C(NCc1ccc(Cl)cc1)C1CCN(C(=O)c2ccco2)CC1
 : 40%	-4%	4%	-6%	3	0%	0	-1%	1	14
16) Cc1cccc(NS(=O)(=O)c2cccc(C(=O)NNC(=O)c3ccccc3O)c2)c1
 : -24%	-11%	-9%	.	0	.	2	.	.	-2
17) Cc1cc(=O)oc2ccc(OC(=O)CC(C)C)cc12
 : -27%	2%	3%	0%	1	0%	7	-2%	-1	11
18) N#CCCn1cc(C(=O)CN2C(=O)NC3(CCCCCC3)C2=O)c2ccccc21
 : 15%	0%	7%	.	0	.	5	.	.	11
19) O=C(/C(N=Nc1cccc([N+](=O)[O-])c1)=C(/O)c1ccc(Br)cc1)C(F)(F)F
 : .	.	15%	-2%	15	-15%	.	-1%	1	.
20) COc1ccc(CCN(C)C(=O)c2cccc(S(=O)(=O)NCc3ccccc3)c2)cc1OC
 : -10%	-2%	5%	1%	3	22%	15	4%	.	-12
21) O=C1C(Oc2ccccc2)C(c2ccc3c(c2)OCO3)N1CCc1ccc(F)cc1 (stereo not given)
 : 11%	4%	9%	-22%	27	-5%	-2	0%	1	2
22) COc1ccc(OCCCC(=O)OCC(=O)Nc2ccc(Cl)cn2)cc1
 : -11%	-3%	4%	.	10	.	3	.	.	-14
23) COc1ccc(CCNC(=O)COC(=O)c2ccc(Br)o2)cc1
 : -14%	-1%	-1%	-3%	-2	35%[activator]	12	2%	3	20
24) CCc1nnc(NC(=O)CSc2nnc(-c3ccoc3C)n2-c2cccc(C)c2)s1
 : 0%	-2%	31%	-7%	5	0%	2	4%	10	-7
25) COc1ccc(/C=N/NC(=O)c2ccccc2O)cc1Cn1nnc2ccccc21
 : 7%	-18%	-4%	4%	16	-14%	7	3%	5	1
26) Cc1ccc(NC(=O)CNC(=O)C2CCCCC2)nc1
 : 6%	-2%	-2%	.	2	.	-4	.	.	3
27) O=C1C=C(O)C(n2cncn2)C(c2ccc(F)cc2)C1 (stereo not given)
 : 20%	2%	-2%	2%	-9	0%	-11	0%	4	-5
28) CCC(C)NC(=O)NC1C(NC(=O)NC(C)CC)N(C)C(=O)N1C (stereo not given)
 : 1%	1%	-3%	-6%	-1	?	-16	1%	2	-2
29) CCC(C)NC(=O)C(=O)NCC1CCCN1CC (stereo not given)
 : -6%	2%	-2%	-4%	-2	-3%	-9	-1%	-1	-5
30) COc1ccc(C(c2nnnn2C2CCCCC2)N2CCN(c3ccc(OC)cc3)CC2)cc1 (stereo not given)
 : -16%	-14%	-6%	0%	1	2%	7	-1%	0	-22
31) Oc1c(C=Nc2cccnc2)sc2ccccc12
 : -9%	32%	-17%	?	-2	?	4	3%	-3	6
32) COC(=O)C1CSc2[nH]c(=O)sc2C1c1ccc(O)c(OC)c1 (stereo not given)
 : -1%	1%	0%	-4%	4	10%	5	1%	-20	-12
33) O=C(OC(C(=O)Nc1cccc(C(F)(F)F)c1)c1ccccc1)C1CCCCC1 (stereo not given)
 : -44%	-5%	2%	-14%	24	-5%	-2	-1%	-4	-8
34) COc1cc(NC(=O)COC(=O)CSc2ccccc2F)c(C)cc1[N+](=O)[O-]
 : 0%	-3%	2%	?	?	14%	3	2%	-3	-13
35) CC1CCN(c2nc3c(c(=O)[nH]c(=O)n3C)n2Cc2ccccc2Cl)CC1
 : -15%	8%	2%	1%	28	-5%	9	-1%	1	1
36) Nn1c(SCC(=O)N2CCOCC2)nnc1-c1cccnc1
 : 27%	2%	1%	.	1	.	-3	.	.	8
37) O=C(c1ccc(OC2CCN(CCc3ccccc3)CC2)cc1)N1CCCC1
 : -9%	0%	2%	-4%	2	15%	30	6%	.	-12
38) COc1ccc(/C=N/NC(=O)CCSc2nc3ccccc3s2)cc1OC
 : -9%	-5%	-5%	-4%	-1	-1%	13	0%	-1	-12
39) Cc1cccc(NC(=O)C(=O)NCC2CCCN2S(=O)(=O)c2cccs2)c1C (stereo not given)
 : 3%	-1%	-1%	.	8	.	-7	.	.	2
40) Cn1cc(CC(=O)NCCN2CCOCC2)c2ccccc21
 : -26%	11%	1%	4%	-3	1%	.	-4%	-2	5
41) CCCN1CCN(CCCNC(=O)c2cc3c(=O)[nH]c4ccccc4c3s2)CC1
 : -11%	8%	-2%	?	-1	9%	1	-1%	-2	-3
42) COc1ccc(S(=O)(=O)N2CCCCCC2)cc1C(=O)N(C)Cc1ccc(OC)c(OC)c1OC
 : 13%	0%	5%	.	-1	.	2	.	.	3
43) CCOc1ccc2nc(SCC(=O)NC(=O)NCc3ccco3)[nH]c2c1
 : 1%	-5%	-9%	-1%	-3	2%	-2	0%	3	-28
44) Cc1nn(C)cc1CNC(=O)C1CCC(=O)N(Cc2cccc(C(F)(F)F)c2)C1 (stereo not given)
 : 13%	-4%	1%	1%	2	3%	19	6%	.	23
45) COc1ccc(C(=O)C2CCCN(Cc3ccc(Sc4nncn4C)o3)C2)cc1F (stereo not given)
 : -25%	4%	10%	6%	-1	-20%	7	4%	-1	-15
46) COC(=O)N/N=C/c1cccc(OCCSc2ccc(Cl)cc2)c1
 : 4%	-18%	2%	3%	-6	8%	-4	1%	-6	-22
47) COc1ccc(CCN2CCCC(CN(C)Cc3cc(OC)c(OC)c(OC)c3)C2)cc1 (stereo not given)
 : -52%[inhibitor]	0%	0%	-1%	0	5%	13	0%	0	-14
48) Cc1ccc(S(=O)(=O)N2CCOCC2)cc1NC(=O)CN(C)C1CCS(=O)(=O)C1 (stereo not given)
 : -10%	-1%	0%	-5%	-3	7%	-4	-3%	1	3
49) O=C(O)CCC(=O)N1CCN(c2ccccn2)CC1
 : 7%	7%	2%	-2%	1	10%	-3	-2%	3	0
